High-throughput results deposited in PubChem by several laboratories.
Wnt act – activators of Wnt/beta-catenin signaling. activation, % at 9.35 µM. 1.2% of 300,000 active. Wnt/beta-catenin reporter cell assay, activator, plate reader; in the data active = activation above about 30%, passing the limit was not always enough;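 also: 0% = neutral control wells and 100% = positive control wells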
V-ATPase pHluor – alters yeast V-ATPase proton transport. S. cerevisiae, pHLuorin cytosolic pH fluorescence. response, % at 10 µM. 0.37% of 350,000 active; in the data active = response mostly above about 7.3%, no sharp cut-off; inactive = mostly below about 5.4%; also: actives read high; inactives centre near 0; some compounds called inactive have numbers as strong as hits; reference of the scale not given here
MITF TRPM1 HTS – activators of MITF-driven TRPM1 promoter activity in SK-MEL-5 cells; AID 588334; SK-MEL-5 TRPM1-promoter luciferase, 24 h; % of positive control, neutral wells = 0; activation, % at 12.5 µM; 0.75% of 300,000 active;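 active = mean activation of at least 80% with every replicate also reaching 80%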;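 also: 0% = neutral control wells and 100% = parthenolide positive control wells; values of inactives mirror those of a sister screen read the other way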
PvdQ inh – blocks Pseudomonas aeruginosa PvdQ acylase activity; purified PvdQ acylase, fluorescence plate reader; inhibition, % at 10 µM; 0.063% of 340,000 active; AID 488965; in the data active = inhibition above about 30%, passing the limit was not always enough;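 also: 0% = vehicle neutral wells and 100% = reference inhibitor wells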
NSD2 HMT inh – inhibitors of human histone methyltransferase NSD2 | NSD2 peptide methylation, AlphaScreen, 120 min | inhibition, % at 12.5 µM | 0.54% of 310,000 active; in the data active = inhibition above about 50%
CDK5 inh – blocks human CDK5/p35 kinase activity. Q00535+Q15078. Recombinant CDK5/p35, ADP-Glo luminescence, 60 min. inhibition, % at 10 µM. 0.01% of 330,000 active;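 active = highest replicate inhibition of at least 50% and at least 75% of replicates reaching 50%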;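 also: plate controls were DMSO neutral control for no effect and GW8510 at 10 µM for full effect; many of its hits are not listed in these tables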
Target sequence (Q00535 whole entry, looked up): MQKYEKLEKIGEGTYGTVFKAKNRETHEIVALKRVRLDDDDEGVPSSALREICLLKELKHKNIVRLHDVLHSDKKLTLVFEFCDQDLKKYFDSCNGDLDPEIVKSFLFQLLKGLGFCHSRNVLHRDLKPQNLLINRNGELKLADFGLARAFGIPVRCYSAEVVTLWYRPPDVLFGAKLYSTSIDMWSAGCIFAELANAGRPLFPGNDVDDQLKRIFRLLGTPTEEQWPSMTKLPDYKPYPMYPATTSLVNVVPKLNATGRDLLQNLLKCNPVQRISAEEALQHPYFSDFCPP
Target sequence (Q15078 whole entry, looked up): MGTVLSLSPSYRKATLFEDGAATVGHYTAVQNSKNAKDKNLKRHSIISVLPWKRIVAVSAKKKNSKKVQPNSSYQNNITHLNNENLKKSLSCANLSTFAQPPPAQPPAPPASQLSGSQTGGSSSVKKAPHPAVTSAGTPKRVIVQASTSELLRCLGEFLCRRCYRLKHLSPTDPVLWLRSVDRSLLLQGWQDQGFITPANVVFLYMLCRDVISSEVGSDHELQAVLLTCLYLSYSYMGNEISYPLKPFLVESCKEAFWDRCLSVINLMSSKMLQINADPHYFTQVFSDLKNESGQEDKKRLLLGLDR
HTR5A ag – HTR5A agonism, opioid heterodimer counter-screen; HTR5A agonist assay, luminescence, cell-based; activation, % at 9.3 µM; 0.61% of 340,000 active; in the data active = activation mostly above about 9.5%, no sharp cut-off; inactive = mostly below about 7.6%;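 also: 0% = cells with vehicle only and 100% = reference agonist; strong numbers were not always called active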
HTR5A inv ag – inverse agonist of human HTR5A in OPRM1-OPRD1 counter-screen; P47898; HTR5A cell line, luminescence, inverse agonism; inhibition, % at 9.3 µM; 0.083% of 340,000 active; AID 504634; in the data active = inhibition mostly above about 23%, no sharp cut-off; inactive = mostly below about 18%;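 also: 0% = cells with DMSO and 100% = no-cell wells with DMSO; some compounds called inactive have numbers as strong as hits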
dFosB activator – mouse delta FosB homodimer activation | activation, % at 25 µM | 0.99% of 340,000 active | AID 493131 | purified delta FosB, TAMRA-CDK5 oligo fluorescence polarization; percent of positive-control signal above neutral wells | P13346;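 active = mean activation above about 17%, with every replicate also reaching it, limit read from the data, passing the limit was not always enough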;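 also: fluorescence polarization rise as delta FosB binds a TAMRA Cdk5 AP-1 oligo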
SR-BI DiI inh – inhibitors of mouse SR-BI mediated HDL lipid uptake; Q61009; ldlA[mSR-BI] CHO cells, DiI-HDL uptake fluorescence, 3 h; inhibition, % at 12.5 µM; 0.96% of 320,000 active; AID 488896;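 active = mean replicate inhibition of at least 70% and a set share of replicates each scoring 70 or more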;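 also: 0% = median of neutral control wells and 100% = median of positive control wells; values of inactives mirror those of a sister screen read the other way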
Target sequence (Q61009 whole entry, looked up): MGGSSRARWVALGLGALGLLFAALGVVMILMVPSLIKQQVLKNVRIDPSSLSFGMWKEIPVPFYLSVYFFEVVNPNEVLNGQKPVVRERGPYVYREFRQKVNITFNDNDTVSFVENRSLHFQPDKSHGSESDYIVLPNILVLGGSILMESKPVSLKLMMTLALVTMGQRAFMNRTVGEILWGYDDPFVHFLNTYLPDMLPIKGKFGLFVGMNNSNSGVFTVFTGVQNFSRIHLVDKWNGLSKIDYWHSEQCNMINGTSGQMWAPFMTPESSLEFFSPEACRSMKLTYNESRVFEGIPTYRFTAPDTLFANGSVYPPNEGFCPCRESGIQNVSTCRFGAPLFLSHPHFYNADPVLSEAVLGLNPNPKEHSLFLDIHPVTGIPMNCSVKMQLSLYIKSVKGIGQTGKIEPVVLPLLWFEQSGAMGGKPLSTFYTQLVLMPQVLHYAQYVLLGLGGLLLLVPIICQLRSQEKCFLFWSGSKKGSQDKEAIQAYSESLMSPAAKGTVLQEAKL
* hit, by the source's call.

`O=C(c1ccc([N+](=O)[O-])cc1[N+](=O)[O-])N1CCCC1` gave Wnt act 2, V-ATPase pHluor -3, MITF TRPM1 HTS -6, PvdQ inh 2, NSD2 HMT inh -4, CDK5 inh -0.2, HTR5A ag 0, HTR5A inv ag -1, dFosB activator -1 and SR-BI DiI inh -14.
O=C(c1ccccc1)c1ccc(Oc2ccc(C(=O)O)c(C(=O)O)c2)cc1 was read as Wnt act 0, V-ATPase pHluor 1, MITF TRPM1 HTS -10, PvdQ inh -5, NSD2 HMT inh 3, CDK5 inh 0.4, HTR5A ag -1, HTR5A inv ag 2, dFosB activator -1 and SR-BI DiI inh 12.
For CCCOCC(O)CC(Cc1ccccc1)C(=O)NN (centres undefined) the results were Wnt act 0, V-ATPase pHluor 3, PvdQ inh -8, NSD2 HMT inh -2, CDK5 inh 0.9, HTR5A ag 1, HTR5A inv ag -19, dFosB activator -14 and SR-BI DiI inh -17.
For O=C(CN1CCc2ccccc2C1)Nc1ccccc1F the results were Wnt act 0, V-ATPase pHluor 5, PvdQ inh 9, NSD2 HMT inh -9, CDK5 inh 0.4, HTR5A ag 0, HTR5A inv ag 2, dFosB activator 5 and SR-BI DiI inh 6.
Screening COc1ccc(S(=O)(=O)N2CCCCCC2)cc1C(=O)N1CCN(c2ccc(F)cc2)CC1 returned Wnt act 1, V-ATPase pHluor -6, MITF TRPM1 HTS -3, PvdQ inh -20, NSD2 HMT inh 2, CDK5 inh 1.9, HTR5A ag -4, HTR5A inv ag 13, dFosB activator -13 and SR-BI DiI inh -29.
O=C(COC(=O)c1cccc(Cl)c1)NC(=O)NCc1ccccc1 was read as Wnt act 0, V-ATPase pHluor -4, MITF TRPM1 HTS -11, PvdQ inh 3, NSD2 HMT inh -1, CDK5 inh 0.4, HTR5A ag 4, HTR5A inv ag -10, dFosB activator -2 and SR-BI DiI inh -27.
`O=C(NCCc1ccc(F)cc1)c1coc(=O)c(Br)c1` gave Wnt act 24, V-ATPase pHluor 3, MITF TRPM1 HTS -19, PvdQ inh -14, NSD2 HMT inh 0, CDK5 inh 1.4, HTR5A ag 1, HTR5A inv ag -5, dFosB activator 1 and SR-BI DiI inh -33.
N#C/C(=C\c1c(N2CCC(C(N)=O)CC2)nc2ccccn2c1=O)S(=O)(=O)c1ccccc1 was read as V-ATPase pHluor 3, MITF TRPM1 HTS 5, PvdQ inh -15, CDK5 inh -0.2, HTR5A ag 2, HTR5A inv ag 8, dFosB activator -5 and SR-BI DiI inh -4.
CCOc1ccc(Nc2ccc(N)c(S(=O)(=O)O)c2)cc1 was read as Wnt act -3, V-ATPase pHluor -3, MITF TRPM1 HTS -5, PvdQ inh -6, CDK5 inh -15, HTR5A ag 2, HTR5A inv ag -9, dFosB activator -13 and SR-BI DiI inh 16.
For CCCN(/C=N/c1sc2c(c1C#N)CCCCC2)CCC the results were Wnt act 1, V-ATPase pHluor -1, MITF TRPM1 HTS 10, PvdQ inh 5, NSD2 HMT inh 31, CDK5 inh 0.3, HTR5A ag -3, HTR5A inv ag 3, dFosB activator -10 and SR-BI DiI inh 63.
Cc1nc2ccccc2n1CC(O)COCC1CC=CCC1 (centres undefined) was read as V-ATPase pHluor -1, MITF TRPM1 HTS 3, PvdQ inh 7, NSD2 HMT inh -2, CDK5 inh -1.3, HTR5A ag 7, HTR5A inv ag 21, dFosB activator -4 and SR-BI DiI inh -10.
Screening On1nnc2ccc3ccccc3c21 returned Wnt act -3, V-ATPase pHluor 4, MITF TRPM1 HTS -2, PvdQ inh -15, NSD2 HMT inh -3, CDK5 inh -3.0, HTR5A ag -1, HTR5A inv ag 8, dFosB activator -3 and SR-BI DiI inh -3.
Screening COc1ccc(/C=C2\SC(=S)N(N3CCOCC3)C2=O)c(OC)c1 returned Wnt act 6, V-ATPase pHluor -1, PvdQ inh 14, NSD2 HMT inh -2, CDK5 inh 5.6, HTR5A ag -3, HTR5A inv ag -18, dFosB activator -11 and SR-BI DiI inh -15.
For Cc1cc(NC(=O)CCCN2C(=O)c3cccc4cccc(c34)C2=O)no1 the results were Wnt act -1, V-ATPase pHluor -1, MITF TRPM1 HTS 6, PvdQ inh -15, NSD2 HMT inh -4, CDK5 inh -4.0, HTR5A ag 2, HTR5A inv ag 28, dFosB activator -3 and SR-BI DiI inh -1.
COc1cc(NC(=O)c2ccccc2F)c(OC)cc1NC(=O)CN1CCCCC1 was read as Wnt act 1, V-ATPase pHluor -2, MITF TRPM1 HTS -13, PvdQ inh -8, NSD2 HMT inh 7, CDK5 inh 0.5, HTR5A ag -1, HTR5A inv ag 2, dFosB activator -7 and SR-BI DiI inh 40.
Screening C=CCN1C(=O)/C(=C2/Sc3ccccc3N2CC)SC1=S returned Wnt act -1, V-ATPase pHluor -3, MITF TRPM1 HTS 2, PvdQ inh -7, NSD2 HMT inh -2, CDK5 inh 0.3, HTR5A ag -2, HTR5A inv ag 6, dFosB activator -9 and SR-BI DiI inh 27.
CCn1c(-c2ccc(N(C)C)cc2)nc2ccccc21 was read as V-ATPase pHluor 0, PvdQ inh -2, NSD2 HMT inh 5, CDK5 inh -0.7, HTR5A ag 5, HTR5A inv ag -14, dFosB activator -4 and SR-BI DiI inh 26.
For CS(=O)(=O)N(CC(=O)NCc1ccccc1Cl)Cc1ccccc1 the results were Wnt act -4, V-ATPase pHluor 1, PvdQ inh 4, NSD2 HMT inh -7, CDK5 inh -1.1, HTR5A ag -3, HTR5A inv ag 12, dFosB activator 2 and SR-BI DiI inh -18.
Cc1cccnc1NC(=O)c1cc2c(=O)oc3ccccc3c2s1 was read as Wnt act -8, V-ATPase pHluor -5, MITF TRPM1 HTS 4, PvdQ inh 14, NSD2 HMT inh -4, CDK5 inh -1.7, HTR5A ag 6, HTR5A inv ag -16, dFosB activator -8 and SR-BI DiI inh -7.
`C=CCOc1cc(OC)c(OC)c(OC)c1` gave Wnt act 5, V-ATPase pHluor 2, MITF TRPM1 HTS 13, PvdQ inh 1, CDK5 inh 0.7, HTR5A ag -2, HTR5A inv ag 6, dFosB activator -2 and SR-BI DiI inh 6.
Screening CCOC(=O)CNC(=O)CSc1nc2cccnc2n1Cc1ccccc1 returned Wnt act 0, V-ATPase pHluor -5, MITF TRPM1 HTS 8, PvdQ inh -19, NSD2 HMT inh -2, CDK5 inh 0.5, HTR5A ag -1, HTR5A inv ag -4, dFosB activator 2 and SR-BI DiI inh -10.
For COC(=O)c1ccc(NC(=O)COc2ccc([N+](=O)[O-])cc2)cc1 the results were Wnt act 29, V-ATPase pHluor 6, PvdQ inh -10, NSD2 HMT inh 0, CDK5 inh -0.1, HTR5A ag -5, HTR5A inv ag 19, dFosB activator 3 and SR-BI DiI inh -10.
For Cc1cnc(CN(C)Cc2nc(Cc3cccc(C(F)(F)F)c3)no2)[nH]1 the results were V-ATPase pHluor 1, MITF TRPM1 HTS -5, PvdQ inh -17, NSD2 HMT inh -2, CDK5 inh -1.8, HTR5A ag 0, HTR5A inv ag -16, dFosB activator 0 and SR-BI DiI inh -3.
Screening CN(CC(=O)Nc1ccc(F)cc1)C(=O)c1cc([N+](=O)[O-])ccc1N1CCOCC1 returned Wnt act 2, V-ATPase pHluor -3, MITF TRPM1 HTS -1, PvdQ inh 5, NSD2 HMT inh 3, CDK5 inh 0.2, HTR5A ag -2, HTR5A inv ag 10, dFosB activator -7 and SR-BI DiI inh 9.
Screening CN1CCN(C(=O)c2ccc3c(c2)OCCO3)CC1 returned V-ATPase pHluor 5, MITF TRPM1 HTS 17, PvdQ inh -10, NSD2 HMT inh 3, CDK5 inh 0.5, HTR5A ag 4, HTR5A inv ag 7, dFosB activator 8 and SR-BI DiI inh -15.
For Cc1nc([N+](=O)[O-])c(Br)n1Cc1ccc(Cl)c(Cl)c1 the results were Wnt act 3, V-ATPase pHluor 0, MITF TRPM1 HTS -24, PvdQ inh -13, NSD2 HMT inh 9, CDK5 inh -1.2, HTR5A ag -4, HTR5A inv ag 10, dFosB activator -13 and SR-BI DiI inh -14.
Screening CC(C#N)N1CCN(S(=O)(=O)c2ccc3c(c2)CCC3)CC1 (centres undefined) returned Wnt act -2, V-ATPase pHluor 4, MITF TRPM1 HTS -2, PvdQ inh -18, NSD2 HMT inh 3, CDK5 inh -1.6, HTR5A ag 7, HTR5A inv ag -19, dFosB activator 5 and SR-BI DiI inh -1.
For Cc1cc(-c2cc(C(=O)NCc3ccccc3)on2)nc(NCC2CC2)n1 the results were Wnt act 0, V-ATPase pHluor -3, MITF TRPM1 HTS -1, PvdQ inh 1, CDK5 inh -1.9, HTR5A ag -2, HTR5A inv ag 10, dFosB activator -5 and SR-BI DiI inh 6.
`O=C(CSc1ncccc1-c1nc2ccccc2[nH]1)N1CCN(c2ccccc2F)CC1` gave V-ATPase pHluor 2, MITF TRPM1 HTS -6, PvdQ inh -10, NSD2 HMT inh 11, CDK5 inh 3.2, HTR5A ag -3, HTR5A inv ag -30, dFosB activator -9 and SR-BI DiI inh 56.
COc1ccc(NC(=O)C2(c3cccs3)CCOCC2)cc1 was read as Wnt act -3, V-ATPase pHluor 10, MITF TRPM1 HTS 8, PvdQ inh -1, NSD2 HMT inh 1, CDK5 inh -2.1, HTR5A ag -3, HTR5A inv ag -11 and dFosB activator 3.

The last two entries of the part above open the next one.
`O=C(CSc1ncccc1-c1nc2ccccc2[nH]1)N1CCN(c2ccccc2F)CC1` gave V-ATPase pHluor 2, MITF TRPM1 HTS -6, PvdQ inh -10, NSD2 HMT inh 11, CDK5 inh 3.2, HTR5A ag -3, HTR5A inv ag -30, dFosB activator -9 and SR-BI DiI inh 56.
COc1ccc(NC(=O)C2(c3cccs3)CCOCC2)cc1 was read as Wnt act -3, V-ATPase pHluor 10, MITF TRPM1 HTS 8, PvdQ inh -1, NSD2 HMT inh 1, CDK5 inh -2.1, HTR5A ag -3, HTR5A inv ag -11 and dFosB activator 3.
`CC(C)(CO)Nc1ccc([N+](=O)[O-])cc1[N+](=O)[O-]` gave V-ATPase pHluor 9, MITF TRPM1 HTS -4, PvdQ inh -5, NSD2 HMT inh 3, CDK5 inh 1.2, HTR5A ag -5, HTR5A inv ag 14, dFosB activator -1 and SR-BI DiI inh -7.
For O=C(CN1CCOCC1)Nc1ccc(OC(F)(F)F)cc1 the results were Wnt act 6, V-ATPase pHluor 1, MITF TRPM1 HTS -2, PvdQ inh -12, NSD2 HMT inh -1, CDK5 inh -0.2, HTR5A ag -3, HTR5A inv ag 10, dFosB activator 8 and SR-BI DiI inh 22.
For COc1cc(OC)cc(C(=O)Nc2cc(-c3cn4cccnc4n3)ccc2C)c1 the results were Wnt act -2, V-ATPase pHluor 2, MITF TRPM1 HTS 3, PvdQ inh -11, NSD2 HMT inh -4, CDK5 inh 0.8, HTR5A ag 0, HTR5A inv ag 0, dFosB activator -11 and SR-BI DiI inh 67.
`Cc1ccc(C(=O)c2ccc(C)cc2)cc1` gave Wnt act 14, V-ATPase pHluor 0, MITF TRPM1 HTS 26, PvdQ inh 9, NSD2 HMT inh -7, CDK5 inh 0.0, HTR5A ag 0, HTR5A inv ag -1, dFosB activator -1 and SR-BI DiI inh 0.
Screening Cc1cc(C(=O)NCc2ccccc2Cl)c2ccccc2n1 returned Wnt act 1, V-ATPase pHluor 2, MITF TRPM1 HTS -13, PvdQ inh -12, NSD2 HMT inh 1, CDK5 inh -3.8, HTR5A ag 4, HTR5A inv ag -4, dFosB activator -5 and SR-BI DiI inh 15.
COCc1[nH]nc2c1C(c1cc(OC)c(O)c(OC)c1)C(C#N)=C(N)O2 (centres undefined) was read as Wnt act -5, V-ATPase pHluor -1, MITF TRPM1 HTS 10, PvdQ inh -10, NSD2 HMT inh 0, CDK5 inh -4.2, HTR5A ag 11, HTR5A inv ag -28, dFosB activator 1 and SR-BI DiI inh -23.
